Screens: PubChem, several laboratories
Platelet DG rel: inhibitors of platelet dense granule secretion, primary screen, cell-based, MLPCN, human platelets; human platelet-rich plasma, SFLLRN dense granule ATP release, luminescence; inhibition, %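 (compounds screened at 7.5 µM in platelet-rich plasma)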; 0.22% of 300,000 active; AID 1663, 2009;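 active means mean replicate score, as percent of positive control, at or above 50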
KCNK3 inh: human KCNK3 channel inhibitors, primary screen, CHO cells, FluxOR thallium flux, B-score. FluxOR fluorescence; active compounds read low. B-score at 10 µM. 0.84% of 340,000 active. AID 602410, 2012;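 active means B-score under library mean minus 4 SD, starting fluorescence ratio at most library mean plus 5 SD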;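 further: more negative B-score means stronger inhibition of thallium flux through KCNK3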
DYRK1A inh: rat Dyrk1A kinase inhibitors, primary screen, biochemical, single point, plate reader | ADP-Glo luminescence, NFATc1 peptide | inhibition, % at 12.5 µM | 0.43% of 310,000 active | AID 504441, 2011; in the data active means inhibition above about 50%;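 further: plate controls were vehicle with enzyme for no effect and no enzyme for full effect; many of its hits are not listed in these tables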
KCNK9 block: KCNK9 potassium channel inhibitors, primary screen, HEK293 cells, thallium flux; Potassium channel subfamily K member 9 (Homo sapiens), Q9NPC2; FluxOR thallium flux fluorescence; active compounds read low; B-score at 10 µM; 1.2% of 310,000 active;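 active means ratio B-score over 3 SD below the library mean, with starting fluorescence within 5 SD of its mean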;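 further: negative B-score means less thallium flux so channel inhibition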
TRPC4 PAM: positive allosteric modulators of TRPC4, primary screen, cell-based, mouse TRPC4beta, HEK293 mu-opioid, Fluo-4 calcium; B-score at 10 µM; 0.42% of 310,000 active; AID 2227, 2009; DAMGO EC20, Fluo-4 Ca2+ flux; active compounds read high;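 active means B-score of calcium response area above 5 SD of library B-scores, with initial fluorescence ratio within 5 SD of library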;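 further: B-score of integrated fluorescence ratio over time as area under calcium response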
Target sequence (Q9QUQ5 whole entry, looked up): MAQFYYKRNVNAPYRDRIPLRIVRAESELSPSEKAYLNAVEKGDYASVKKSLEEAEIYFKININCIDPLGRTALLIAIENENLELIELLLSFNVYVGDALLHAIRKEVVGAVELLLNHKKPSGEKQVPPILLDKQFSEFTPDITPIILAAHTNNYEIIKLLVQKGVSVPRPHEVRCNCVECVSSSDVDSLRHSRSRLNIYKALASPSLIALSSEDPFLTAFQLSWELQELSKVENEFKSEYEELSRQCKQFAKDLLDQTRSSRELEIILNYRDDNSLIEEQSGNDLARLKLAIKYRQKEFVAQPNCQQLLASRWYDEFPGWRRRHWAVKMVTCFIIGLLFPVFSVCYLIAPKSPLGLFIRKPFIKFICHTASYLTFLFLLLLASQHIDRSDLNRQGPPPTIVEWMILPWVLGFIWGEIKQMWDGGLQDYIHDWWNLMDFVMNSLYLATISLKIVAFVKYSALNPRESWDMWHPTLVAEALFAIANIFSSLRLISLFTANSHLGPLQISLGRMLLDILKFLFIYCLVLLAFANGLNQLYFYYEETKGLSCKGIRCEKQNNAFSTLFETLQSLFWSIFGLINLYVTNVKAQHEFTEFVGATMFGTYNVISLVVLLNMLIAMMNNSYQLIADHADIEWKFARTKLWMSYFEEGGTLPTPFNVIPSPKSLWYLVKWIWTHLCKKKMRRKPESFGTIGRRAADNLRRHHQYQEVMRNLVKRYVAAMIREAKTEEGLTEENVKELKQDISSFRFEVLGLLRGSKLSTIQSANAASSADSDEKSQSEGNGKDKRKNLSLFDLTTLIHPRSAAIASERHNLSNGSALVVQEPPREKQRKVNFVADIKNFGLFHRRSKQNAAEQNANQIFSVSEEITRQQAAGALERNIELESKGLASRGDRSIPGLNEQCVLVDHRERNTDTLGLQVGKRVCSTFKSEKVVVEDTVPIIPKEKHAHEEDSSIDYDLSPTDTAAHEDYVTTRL
KCNQ1 pot: potentiators or activators of KCNQ1 channel, primary screen, cell-based, thallium flux, high-throughput; B-score at 10 µM; CHO-K1 KCNQ1, thallium flux FluxOR fluorescence; active compounds read high; AID 2648, 2010; Potassium voltage-gated channel subfamily KQT member 1 (Homo sapiens), P51787; 0.35% of 310,000 active;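 active means fluorescence ratio B-score, a plate-corrected score, at least three library SD, with initial intensity B-score within 5 SD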
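Material: CHO-K1 cells stably expressing KCNQ1. Medium: assay buffer for compound exposure, DMSO matched across wells. Reagent: K+/Tl+ depolarizing stimulus. Compound dosing: single-concentration screen. Times: 37 °C overnight plating, 90-min dark dye load, 20-min compound pretreatment. Technique: FluxOR Tl+ flux fluorescence.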
hERG rescue: hERG rescue from dofetilide block, primary screen, cell-based, CHO-hERG, FluxOR thallium flux, dofetilide IC70; Voltage-gated inwardly rectifying potassium channel KCNH2 (Homo sapiens), Q12809; dofetilide IC70 present; activation (rescue from dofetilide block), less the hit threshold, % at 10 µM; 0.51% of 310,000 active;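 active means activation above the mean of controls blocked by dofetilide plus 5 SD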;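 further: thallium influx through hERG after potassium depolarization seen as dye fluorescence rise; in these data hits start at about 4.7%; inactives centre near -7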
PolyA inhibitor: polyadenylation inhibitors in yeast reporter cells, primary screen, luminescence, S. cerevisiae. S. cerevisiae SKY197-pL101 polyadenylation reporter, beta-gal luminescence; efflux-impaired pdr1/pdr3 knockout yeast; score 100 = 6 SD above DMSO. calls only at 12 µM. 0.02% of 300,000 active. AID 1875, 2009;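 active means lowest replicate activity score at least 50, where 100 means six control SD above control mean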;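 further: yeast exposed to compound for 9 h at 30 °C; higher score means more reporter readthrough which indicates perturbed polyadenylation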
KCNQ1 inh: inhibitors of human KCNQ1 channel, primary screen, cell-based, thallium flux, high-throughput. B-score at 10 µM. 1.3% of 310,000 active. Potassium voltage-gated channel subfamily KQT member 1 (Homo sapiens), P51787. CHO-K1 KCNQ1, FluxOR thallium flux fluorescence; active compounds read high;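 active means compounds whose thallium flux B-score, printed positive for inhibition, exceeds three library SD while starting fluorescence stays within three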;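 further: channel opened by potassium depolarization with thallium stimulus after 20 min compound exposure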
TRPC4 inh: inhibitors of mouse TRPC4 channel, primary screen, Fluo4 calcium, HEK293 TRPC4beta/mu-opioid cells; AID 2247, 2010; 0.39% of 300,000 active; DAMGO-evoked Fluo4 calcium flux; active compounds read low; B-score at 10 µM; Short transient receptor potential channel 4 (Mus musculus), Q9QUQ5;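 active means B-score over 3 SD under the library average, no early fluorescence shift, positive overall ratio signal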
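Assay system: HEK293 cells with stable TRPC4beta plus mu-opioid receptor expression. Dosing: single dose. Measured by: Fluo4 Ca2+ flux fluorescence. Also added: DAMGO in two steps, submaximal then maximal. Read-out: B score from integrated Fluo4 fluorescence ratio.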
TRPC4 act: activators of mouse TRPC4 channel, primary screen, Fluo4 calcium, HEK293 TRPC4beta/mu-opioid cells | Short transient receptor potential channel 4 (Mus musculus), Q9QUQ5 | Fluo4 calcium fluorescence; active compounds read high | B-score at 10 µM | 0.49% of 310,000 active | AID 2237, 2010;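 active means B-score above 5 SD of library B-scores, and initial fluorescence ratio not above library mean plus 5 SD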;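 further: positive B-score marks a calcium rise read as TRPC4 activation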
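Material: HEK293 stable line with TRPC4beta plus mu-opioid receptor; technique: Fluo4 calcium-sensitive dye fluorescence, kinetic, 1 Hz baseline; timing: Fluo4 dye loading 45 min at room temperature, 110 s recording; controls: assay buffer as low control, maximal DAMGO as high control; read-out: integrated baseline-normalised fluorescence ratio, converted to per-well B score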
Numbers without * were called inactive; i = inactive; nt = not tested or not shown. These rows are one share of the data; count on the stated rates, not on these rows.

structure	Platelet DG rel	KCNK3 inh	DYRK1A inh	KCNK9 block	TRPC4 PAM	KCNQ1 pot	hERG rescue	PolyA inhibitor	KCNQ1 inh	TRPC4 inh	TRPC4 act
CCN(CC)c1ccc(C=Nc2ccc(C)cc2)c(O)c1	3	i	-5	i	i	i	-7	i	i	i	i
CC(=O)Nc1sc(N/N=C/c2ccc(O)cc2)nc1-c1ccc(C)cc1	4	i	nt	i	i	i	-4	i	i	i	i
Cc1cc(C)c2c(n1)sc1c(=O)n(Cc3ccc(F)cc3)cnc12	13	i	nt	i	i	i	-12	i	i	i	i
Cc1cc(C)c(S(=O)(=O)N2CCN(S(=O)(=O)N3CCC(C)CC3)CC2)c(C)c1	-2	i	0	i	i	i	-3	i	i	i	i
Cc1ccc(C(=O)Nc2ccc(C(=O)O)cc2NC(=O)c2ccc(C)cc2)cc1	-4	i	nt	i	i	i	-4	i	i	i	i
CC(OC(=O)c1nc(Cl)ccc1Cl)C(=O)Nc1ccc2c(c1)OCCO2 (configuration not stated)	8	i	5	i	i	i	-19	i	i	i	i
CCCCN(C(=O)c1ccc(C)c(S(=O)(=O)N2CCOCC2)c1)c1c(N)n(CCCC)c(=O)[nH]c1=O	3	i	nt	i	i	i	-11	i	i	i	i
COc1cccc(C(=O)CN(C(=O)c2ccc(Cl)c(Cl)c2)N2C(=O)C3CCCCC3C2=O)c1 (configuration not stated)	-1	i	-4	i	i	i	-9	i	i	i	i
COCCCNC(=O)c1c(-c2ccccc2)noc1C	-2	i	-8	i	i	i	-5	i	i	i	i
O=c1[nH][nH]c(-c2ccccc2)c1C=Nc1ccc(F)cc1F	-4	i	-1	i	79*	i	-6	i	i	i	i
COc1ccc(S(=O)(=O)Nc2c(C(=O)O)[nH]c3ccccc23)c(OC)c1	1	i	8	i	i	i	-3	i	i	i	i
CC(C)(C)c1ccc(C(=O)Nc2cccc(-n3cnnn3)c2)cc1	-24	i	23	i	i	i	-18	i	i	i	i
CCCCN(C(=S)Nc1ccc(F)cc1)c1c(N)n(CCC)c(=O)[nH]c1=O	-5	i	nt	i	i	i	-6	i	i	i	i
CCO[C@H]1OC(C(=O)N2CCCCCCC2)=C[C@@H](C)[C@@H]1CCCO	-3	i	-1	i	i	i	-6	i	i	i	i
COc1ccc(CC(=O)Nc2sc(Cc3ccccc3)c(C)c2C(N)=O)cc1	8	i	-9	i	i	i	-8	i	i	i	i
Cc1cccc(C)c1NC(=O)CC(NCc1ccco1)C(=O)O (configuration not stated)	4	i	1	i	i	i	-3	i	i	i	i
Cc1ccc(S(=O)(=O)N2CCCCC2)cc1NC(=O)COC(=O)C1CC2C=CC1C2 (configuration not stated)	15	i	0	i	i	i	-8	i	i	i	i
CN(C)C(CNc1ccc(S(C)(=O)=O)cc1[N+](=O)[O-])c1ccccc1 (configuration not stated)	1	i	6	i	i	i	-5	i	i	i	i
O=C(C1CCN(S(=O)(=O)c2ccc(F)cc2)CC1)N1CC=C(c2ccccc2)CC1	2	i	nt	i	i	i	-17	i	i	i	i
CN(C)CC(CCC(CN(C)C)C(=O)c1ccccc1)C(=O)c1ccccc1 (configuration not stated)	22	i	7	i	i	20*	-2	i	i	i	i
CN(C)C=C1C(=O)c2ccccc2C1=O	-7	i	5	i	i	i	-5	i	i	i	i
Oc1ccc(N=Nc2ccc3c(c2)OCO3)c2ccccc12	14	nt	nt	i	i	9*	-4	i	i	i	i
CCCSc1nnc2nc(C)cc(C)n12	1	i	12	i	i	i	-5	i	i	i	i
COC(=O)C1=C(C)N(c2cc(C)cc(C)c2)/C(=C/c2ccc(O)cc2)C1=O	2	i	2	i	i	i	-14	i	i	i	i
O=C(Nc1ccccc1)Nc1csc2ccccc12	-2	i	nt	i	i	i	-4	i	i	i	i
CCN(CC)c1ccc(NC(=O)COC(=O)/C=C/c2nc3ccccc3s2)cc1	-2	i	-3	i	i	i	-11	i	i	i	i
CCCn1c(N)c(C(=O)CN2CCc3ccccc3C2)c(=O)n(C)c1=O	-2	i	-2	i	i	i	-23	i	i	i	i
COc1ccccc1CNC(=O)C(C)NS(=O)(=O)c1ccccc1 (configuration not stated)	1	i	5	i	i	i	-8	i	i	i	i
O=C(CCN1CCCCCC1)Nc1cccc(F)c1	-4	i	2	i	i	i	-5	i	i	i	i
O=C(O)c1ccc2c(c1)N(Cc1ccccc1F)C(=O)c1ccccc1S2=O (configuration not stated)	-22	i	-2	i	i	i	-10	i	i	i	i
CCN1C(=O)/C(=C2/C(=O)N3c4c(cc(OC(C)=O)cc42)C(C)=CC3(C)C)SC1=S	-6	i	-1	i	i	i	-6	i	i	i	i
Cc1cc(C)nc(NS(=O)(=O)c2ccc(N/C=C/C(=O)c3ccc(Cl)cc3)cc2)n1	4	i	4	i	i	i	-1	i	i	i	i
CCOC(=O)C1=C(C)NC(=O)NC1c1ccccc1 (configuration not stated)	-4	i	1	i	i	i	-6	i	i	i	i
Cc1ccc(S(=O)(=O)CCC(=O)N(CCCN2CCOCC2)c2nc3ccccc3s2)cc1	7	i	-7	i	i	i	-5	i	i	i	i
CCCc1cc(C(=O)Nc2ccc(C#N)cc2)no1	-50	i	-6	i	i	i	-6	i	i	i	i
CCN(CC)C(=O)N1CCc2ccccc2C1CN1C(=O)c2ccccc2C1=O (configuration not stated)	8	i	7	i	i	i	-6	i	i	nt	i
COc1ccc(C(=O)NNC(=O)CN2CCN(c3nc(-c4ccccc4)cs3)CC2)cc1	-11	i	-7	i	i	i	-2	nt	i	i	i
COc1cc(OC)c(OC)cc1CNC(=O)c1cc(=O)c2ccccc2o1	11	i	-4	i	i	9*	-6	i	i	i	i
CC(C)CC(C(=O)OCC(=O)Nc1ncc(Cl)cc1Cl)N1C(=O)c2ccccc2C1=O (configuration not stated)	1	i	-4	i	i	i	-9	i	i	i	i
CC(C)C(c1nnnn1Cc1ccc(F)cc1)N1CCC(C(N)=O)CC1 (configuration not stated)	-2	i	-2	i	i	i	-4	i	i	i	i
N#CCCn1nc(-c2ccc([N+](=O)[O-])cc2)cc1Nc1ccccc1NC(=O)C(F)(F)F	6	i	5	i	i	i	-6	i	i	i	i
COC(=O)N/N=C/c1ccc(-c2cc(Cl)ccc2Cl)o1	7	i	0	i	i	i	-1	i	i	i	i
C/C(N)=C(/C#N)C(=O)CSc1nc2ccc(C)cc2[nH]1	-3	i	6	i	i	i	-12	i	i	i	i
CC(C)(C)NC(=O)C(c1ccccc1)N(C(=O)c1ccco1)C1CC1 (configuration not stated)	5	i	-5	i	i	i	-6	i	i	i	i
Cn1c(SCc2cnc(-c3ccccc3)s2)nnc1C1COc2ccccc2O1 (configuration not stated)	-4	i	3	i	i	i	-3	i	i	i	i
CC(C)NC(=O)CSc1ccccc1C(=O)NCc1ccc2c(c1)OCO2	-9	i	4	i	i	i	-13	i	i	i	i
CC(C)Oc1ccc(C2CCC(=O)NC2=O)cc1 (configuration not stated)	14	i	-4	i	i	i	-5	i	i	i	i
COC(=O)c1ccc(OC(=O)c2nn(C)cc2Cl)c(OC)c1	-1	i	-1	i	i	i	-10	nt	i	i	i
CCCCC1CCC(C(=O)N2CCOCC2)CC1 (configuration not stated)	-6	i	0	i	i	i	-3	i	i	i	i
Cc1[nH]c(=O)[nH]c(=O)c1S(=O)(=O)N(CC(C)C)CC(C)C	-12	i	1	i	i	i	-14	i	i	i	i

Records above marked active in TRPC4 PAM:
SMILES | Platelet DG rel | KCNK3 inh | DYRK1A inh | KCNK9 block | TRPC4 PAM | KCNQ1 pot | PolyA inhibitor | KCNQ1 inh | TRPC4 inh
O=c1[nH][nH]c(-c2ccccc2)c1C=Nc1ccc(F)cc1F | -4 | i | -1 | i | 79* | i | i | i | i

3 entries out of the list above, sorted by the number in DYRK1A inh, highest first:
structure	DYRK1A inh
Cc1[nH]c(=O)[nH]c(=O)c1S(=O)(=O)N(CC(C)C)CC(C)C	1
COC(=O)c1ccc(OC(=O)c2nn(C)cc2Cl)c(OC)c1	-1
CC(C)CC(C(=O)OCC(=O)Nc1ncc(Cl)cc1Cl)N1C(=O)c2ccccc2C1=O (configuration not stated)	-4

(listing goes on)
structure	Platelet DG rel	KCNK3 inh	DYRK1A inh	KCNK9 block	TRPC4 PAM	KCNQ1 pot	hERG rescue	PolyA inhibitor	KCNQ1 inh	TRPC4 inh	TRPC4 act
CC(C)(C)c1cc(NC(=O)NN2CCOCC2)nn1-c1c(Cl)cc(Cl)cc1Cl	-5	i	6	i	i	i	-9	i	i	i	i
O=C(c1ccc2c(c1)C(=O)N(Cc1ccco1)C2=O)N1CCOCC1	11	i	-2	i	i	i	0	i	i	nt	i
CCCCCCN(C(=O)CCCCCN1C(=O)NC(c2ccc(-c3ccccc3)cc2)C(C(=O)OCc2ccccc2)=C1C)C(C(=O)NCCCC)c1cccc(C(=O)OC)c1 (configuration not stated)	0	nt	nt	i	i	i	3	i	i	nt	i
O=C(c1cc(C(=O)N2CCN(c3ccc(F)cc3)CC2)cc([N+](=O)[O-])c1)N1CCN(c2ccc(F)cc2)CC1	7	i	3	i	i	i	-11	i	i	i	i
CCOC(=O)c1c(NC(=O)C2C3C=CC(C3)C2C(=O)O)sc2c1CCC(C)C2 (configuration not stated)	-17	i	-2	i	i	i	-5	i	i	i	i

As a short view, some entries already given.
structure	Platelet DG rel	KCNK3 inh	DYRK1A inh	KCNK9 block	TRPC4 PAM	KCNQ1 pot	hERG rescue	PolyA inhibitor	KCNQ1 inh	TRPC4 inh	TRPC4 act
CC(C)(C)c1cc(NC(=O)NN2CCOCC2)nn1-c1c(Cl)cc(Cl)cc1Cl	-5	i	6	i	i	i	-9	i	i	i	i
O=C(c1ccc2c(c1)C(=O)N(Cc1ccco1)C2=O)N1CCOCC1	11	i	-2	i	i	i	0	i	i	nt	i
